# From PubChem
# 5-HT1A blocker: antagonists of human 5-HT1a serotonin receptor | AID 612 | inhibition, % at 10 µM | P08908 | CHO 5-HT1a Ga15 NFAT-bla reporter, antagonist mode | 0.68% of 62,000 active;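 active means inhibition above the mean of all tested compounds plus 3 SD, cut at about 43% in these data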;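 further: receptor stimulated by 5-CT agonist at 100 nM near EC80; beta-lactamase reporter measured by ratiometric fluorescence of a cleavable substrate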
# HTR1E antagonist: blocks the human 5-HT1E serotonin receptor | inhibition, % at 6 µM | P28566 | CHO 5-HT1E Ga15 NFAT-bla reporter, FRET, antagonist | 0.99% of 65,000 active;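 active means inhibition above a set limit, the mean inhibition across every tested compound plus 3 SD, cut at about 29% in these data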;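 further: signal is the 460 over 535 nm emission ratio of beta-lactamase substrate; 0% = agonist plus DMSO wells and 100% = wells without agonist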
# Target sequence (P28566 whole entry, looked up): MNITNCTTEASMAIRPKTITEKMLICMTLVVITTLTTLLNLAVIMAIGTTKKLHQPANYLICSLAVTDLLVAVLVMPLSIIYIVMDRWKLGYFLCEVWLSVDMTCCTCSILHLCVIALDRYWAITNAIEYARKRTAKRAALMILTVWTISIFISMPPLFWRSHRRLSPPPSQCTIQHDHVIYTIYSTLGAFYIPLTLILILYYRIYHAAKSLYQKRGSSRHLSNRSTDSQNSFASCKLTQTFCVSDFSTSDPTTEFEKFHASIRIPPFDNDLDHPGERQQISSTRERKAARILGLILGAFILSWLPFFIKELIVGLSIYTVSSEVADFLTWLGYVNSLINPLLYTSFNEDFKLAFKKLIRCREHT
# HTR1E agonist: 5-HT1E (human) receptor agonism; P28566; CHO 5-HT1E Ga15 NFAT-bla reporter, FRET; 0% DMSO wells, 100% control agonist wells; activation, % at 6 µM; 0.69% of 65,000 active;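 active means activation above a set limit, the screen-wide mean activation plus 3 SD, cut at about 8.5% in these data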;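 further: 100% = positive control agonist at 1 µM giving full maximal response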
# S1P3 ag: activates the human S1P3 receptor; Q99500; S1P3 NFAT-BLA reporter cells, agonism, FRET ratio; relative to 1 µM S1P, basal subtracted; activation, % at 4.5 µM; 0.1% of 60,000 active; AID 373;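 active means activation above the screen-wide mean plus 3 SD, cut at about 4.5% in these data, passing the limit was not always enough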; further: some compounds called inactive have numbers as strong as hits
#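 Benchmarks: high control 1 µM S1P / System: stable CHO line with human S1P3, Gα16, NFAT-BLA reporter / Dosing: single compound concentration, 4.5 µM final / Timing: 4 h compound at 37 °C, 2 h substrate at RT / Measured by: FRET β-lactamase substrate fluorescence, excitation 405 nm, 460/535 nm emission ratio, background-subtracted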
# S1P1 ag-PAM: activates or potentiates agonism at human S1P1 receptor. S1P1 CRE-bla cells, forskolin, beta-lactamase FRET, potentiator mode; S1P1 agonist co-added at EC20, 2 nM; 100% = saturating reference agonist, 0% = basal. activation, % at 9.5 µM. AID 449. P21453. 0.57% of 56,000 active;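 active means activation above a cutoff set at the mean activation of all tested compounds plus 3 SD, cut at about 54% in these data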;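 further: forskolin at 4 µM as EC80 and the EC20 agonist is SEW2871; 100% = SEW2871 at its EC100 plus forskolin at EC80; some compounds past the cut are filed as inactive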
# Target sequence (P21453 whole entry, looked up): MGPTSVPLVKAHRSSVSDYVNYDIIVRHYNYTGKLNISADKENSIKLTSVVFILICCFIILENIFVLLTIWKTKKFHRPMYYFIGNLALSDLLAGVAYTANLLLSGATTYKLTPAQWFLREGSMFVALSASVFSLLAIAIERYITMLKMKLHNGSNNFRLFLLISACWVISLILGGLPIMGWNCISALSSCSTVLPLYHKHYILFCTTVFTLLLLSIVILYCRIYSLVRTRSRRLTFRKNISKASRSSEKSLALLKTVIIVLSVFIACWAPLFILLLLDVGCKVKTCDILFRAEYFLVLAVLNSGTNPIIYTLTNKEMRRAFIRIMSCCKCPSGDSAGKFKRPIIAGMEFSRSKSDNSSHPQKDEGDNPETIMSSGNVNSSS
# A340 absorber: compound absorbs light at 340 nm; fold change at 10 µM; AID 708; 65,000 tested, under 10 active; compound absorbance at 340 nm, fold over control;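 active means at 10 µM dose, initial 340 nm absorbance at least 2 fold that of control wells; inactive means change under 2 fold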;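 further: initial absorbance extrapolated from kinetic A340 decline of NADH oxidation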
# Fluor 339 460: intrinsic fluorescence of library compounds, ex339/em460 – biochemical, MLSMR library, data from DPM-DC assay, artefact control, profiling panel. compound autofluorescence, ex339/em460 nm, NADH buffer; active compounds read high; 1 = no-compound wells, NADH background. fluorescence fold increase at 10 µM. 5.5% of 65,000 active. AID 709;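 active means at 10 µM, mean starting fluorescence two-fold or more over control wells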;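 further: signal is the first read of a kinetic run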
# MMP-13 inhibitor: blocks human MMP13 activity | P45452 | MMP-13 fTHP FRET cleavage, Mca fluorescence | inhibition, % at 4 µM | 0.07% of 65,000 active | AID 570;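 active means inhibition above the mean of compound-free control plate wells plus 3 SD, cut at about 14% in these data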;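 further: 0% = DMSO wells and 100% = wells with reference MMP-13 inhibitor after basal subtraction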
# HER2 expr 66K: lowers expression of human Her2 kinase; SKBR-3 HER2 protein level, AlphaScreen, 18-24 h; active compounds read low; P04626; HER2 level % of control, % at 10 µM; 0.69% of 65,000 active;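 active means HER2 level under 5% of the carrier-only control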;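 further: 100% = DMSO carrier and 0% = 500 nM PU-H71 HSP90 inhibitor; lower value means stronger loss of Her2 protein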
# Active calls of the source: *; . = not tested or not shown; [ ] = dose if it differs, or a comment.
SMILES,5-HT1A blocker,HTR1E antagonist,HTR1E agonist,S1P3 ag,S1P1 ag-PAM,A340 absorber,Fluor 339 460,MMP-13 inhibitor,HER2 expr 66K
CCOc1ccccc1NC(=O)CSc1nc2cccnc2n1C,4,-7,0.9,-0.5,-14,0.97,1.1,1,92
COC(=O)c1cc(CC(=O)c2ccc(O)cc2O)c(C)o1,5,6,0.4,0.0,12,1.1,0.9,-3,95
O=C(Nc1ccccc1C(=O)O)c1ccc2ccccc2n1,23,0,0.8,-0.8,-13,1.1,1.1,-5,74
COc1cc(Cl)ccc1S(=O)(=O)n1nc(C)cc1C,-4,4,-0.2,-0.7,9,1,1.1,0,98
O=C1c2ccccc2C2(c3ccccc3)NCCN12 (configuration not stated),-3,6,0.4,-1.1,.,1.1,1,2,79
CC(=O)Nc1nonc1NC(=O)CSC1=NCCS1,-3,6,-1.2,-0.3,15,0.99,1.1,1,104
COC(=O)[C@H](CCSC)NC(=O)N1CCN(Cc2ccccc2)CC1,-3,0,0.6,-0.7,3,1.1,1,1,86
CCC(NC(=O)c1ccccc1O)c1ccccc1 (configuration not stated),-10,-10,1.1,-0.7,.,1,3.7*,-39,40
Cc1ccccc1-c1nnc(SCC(=O)Nc2cccc(C)c2C)o1,-7,-9,1.3,-1.4,-9,1,1.1,4,93
CSc1cccc(NS(=O)(=O)c2ccc(F)cc2)c1,3,-1,0.2,-0.3,-16,1.1,1.1,0,91
Cc1ccnc(NC(=O)CCC(=O)N(CC(=O)NC2CCCCC2)CC2CCCO2)c1 (configuration not stated),-1,-2,-0.2,-0.1,6,1,1.1,4,98
Cc1ccc(N2C(=O)CC(N(O)C3CC(=O)N(c4ccc(C)cc4)C3=O)C2=O)cc1 (configuration not stated),.,-2,-0.1,-1.3,-10,1,1.1,-3,132
Cc1cnc(NC(=O)CSc2nnc(-c3ccc(Cl)cc3Cl)n2N)s1,-1,-2,0.2,-0.7,14,1,1.1,1,114
Cc1ccc(NC(=O)NC2=N/C(=C(/C#N)C(=O)N3CCCC3)c3ccccc32)cc1,-14,-7,0.2,-0.2,-17,1.1,1.1,2,105
CCCCOc1ccccc1C(=O)NCC(=O)O,6,0,-0.1,-1.7,1,1,1.1,3,95
CC1CCCCC1NC(=O)c1cncc(Br)c1 (configuration not stated),2,-6,-0.7,0.9,20,1,1.1,1,104
O=C1c2[nH]nc(-c3ccccc3O)c2C(c2ccccc2F)N1Cc1ccco1 (configuration not stated),43*,-2,0.1,-1.1,12,1,1.1,-1,92
C=C1c2ccc(C)cc2NC(=O)N1c1ccccc1,8,4,-1.0,.,.,1.1,1.2,2,117
Cc1sc2ncn(CC(=O)OCC(=O)NC(C)(C)C)c(=O)c2c1C,-5,-6,0.1,0.3,-16,1,1.1,1,91
CCCCCc1nc2c(=O)n(C)c3ccccc3c2o1,-17,-3,-0.1,0.0,8,0.97,1.1,0,61
CCCSc1nc2c(cnn2-c2ccccc2)c(=O)[nH]1,6,15,-0.4,1.0,-70,1,1.1,0,90
CCn1cc(C2=NC(C(C)C)CO2)c2ccccc21 (configuration not stated),8,1,0.7,-1.0,-4,1,1,0,54
CC1CCN(S(=O)(=O)c2ccc3c(c2)oc(=O)n3CC(=O)N2c3ccccc3CC2C)CC1 (configuration not stated),10,2,-0.2,-0.4,2,1.1,1.1,-4,100
Cc1ccc(S(=O)(=O)NC2=NCN(Cc3ccccc3)CN2)cc1,-5,-6,0.8,-0.4,1,1,1.1,0,111

# Marked active in 5-HT1A blocker, of those listed so far:
SMILES,5-HT1A blocker,HTR1E antagonist,HTR1E agonist,S1P3 ag,S1P1 ag-PAM,A340 absorber,Fluor 339 460,MMP-13 inhibitor,HER2 expr 66K
O=C1c2[nH]nc(-c3ccccc3O)c2C(c2ccccc2F)N1Cc1ccco1 (configuration not stated),43*,-2,0.1,-1.1,12,1,1.1,-1,92

# Other structures follow.
SMILES,5-HT1A blocker,HTR1E antagonist,HTR1E agonist,S1P3 ag,S1P1 ag-PAM,A340 absorber,Fluor 339 460,MMP-13 inhibitor,HER2 expr 66K
O=C(OCc1ccc(F)cc1Cl)c1ccccn1,-10,1,0.7,0.1,-34,1,1.1,-6,107
Cc1ccccc1NC(=O)Cn1cnc2c(oc3ccccc32)c1=O,7,-2,0.1,.,.,1.1,1,-2,111
Cc1cc(=O)[nH]c2c(C)c(N)ccc12,2,11,-0.4,-0.8,-18,1.1,3.9*,-311[fluorescence artefact?],72
CC(CCN(C)C)OC(=O)c1ccc(C(C)c2ccccc2)o1 (configuration not stated),2,0,0.2,-0.7,-11,1,1.1,1,84
COc1ccc(C(=O)Nc2ccc(N3CCN(c4ccc(OC)cc4)CC3)c(C#N)c2)cc1,-2,-10,-1.1,-0.2,-8,1,5.1*,7,91
COC(=O)CC1Nc2ccccc2SC1=O (configuration not stated),-5,2,-0.2,0.0,-17,0.96,1.1,5,87
CCOC(=O)NC1(Nc2ccc(Cl)cn2)Oc2ccccc2O1,13,7,-0.1,-1.2,25,1,1.1,-4,89
O=C(CN1C(=O)c2ccccc2S1(=O)=O)Nc1ccc(S(=O)(=O)N2CCCCCC2)cc1,-16,-3,0.1,0.2,8,0.98,1.1,2,85
Cn1c(CCCCCN)nc2ccccc21,14,-2,-0.2,-1.2,-17,1,1.1,5,86
CCOCCCNC(=O)c1c(C)c(C(=O)OCC)n(C)c1C,5,0,-0.1,-0.6,-20,1,1.1,-2,200
c1ccc2c(c1)CC1(CCCC1)n1nnnc1-2,-24,-6,-0.6,-1.3,-7,1,1.1,-1,104
CCOC(=O)c1[nH]c2cc3c(cc2c1CCCN1C(=O)c2ccccc2C1=O)OCCO3,-19,12,1.0,0.6,-13,1,1.1,-1,54
CCOC(=O)c1cn(-c2ccccc2)nc1-c1ccncc1,6,22,1.2,-0.2,-24,1,1.1,-5,95
COc1ccc(OC)c(C2C(C(=O)Nc3cccnc3)=C(C)NC3=C2C(=O)CCC3)c1 (configuration not stated),-7,5,-0.7,0.2,19,1,1.4,1,80
CCN(Cc1cc2ccccc2[nH]c1=O)C(=O)C1CCCCC1,-20,-5,1.1,-0.5,-1,1,1.2,-6,83
Cc1cc(NC(=O)CSc2nc3ccccc3c(=O)n2CCCC(=O)NCc2ccco2)n[nH]1,-11,5,0.2,.,.,0.98,1.1,2,32
Cc1ccccc1NS(=O)(=O)c1cc(C(=O)N2CCCC2)ccc1C,-10,4,0.7,-0.2,19,0.99,1,2,109
Cc1ccc(S(=O)(=O)N2CCN(Cc3nc4ccccc4n3C)CC2)cc1,-4,4,-0.2,-1.1,4,1,1.1,3,103
COc1ccc(C2NCCc3cc(OC)c(OC)cc32)cc1OC (configuration not stated),7,9,-0.4,-0.7,4,1,1.1,3,96
O=C(Nc1cccnc1)C1OCCc2ccccc21 (configuration not stated),-1,13,-0.9,-1.4,20,1,1.1,4,93
c1ccc(-c2noc(CSc3nnc(Cc4cccs4)n3-c3ccccc3)n2)cc1,13,-6,0.2,-0.4,7,1,1.1,0,106
O=C(c1cccc(S(=O)(=O)N2CCCC2)c1)N1CCN(c2ccccc2F)CC1,-4,3,-0.3,-0.1,0,1,1.1,-4,63
CCOc1ccc(C2CC(c3cccc(OC)c3)Nc3nc(N)nn32)cc1 (configuration not stated),7,11,-0.4,0.8,-17,1,1.1,3,86
CCCCCn1c(CCNC(=O)CCC)nc2ccccc21,-1,7,1.5,-0.2,-27,0.99,1,5,87

# 13 entries from above, with bars between the fields:
canonical_smiles | 5-HT1A blocker | HTR1E antagonist | HTR1E agonist | S1P3 ag | S1P1 ag-PAM | A340 absorber | Fluor 339 460 | MMP-13 inhibitor | HER2 expr 66K
CCOC(=O)c1[nH]c2cc3c(cc2c1CCCN1C(=O)c2ccccc2C1=O)OCCO3 | -19 | 12 | 1.0 | 0.6 | -13 | 1 | 1.1 | -1 | 54
CCOC(=O)c1cn(-c2ccccc2)nc1-c1ccncc1 | 6 | 22 | 1.2 | -0.2 | -24 | 1 | 1.1 | -5 | 95
COc1ccc(OC)c(C2C(C(=O)Nc3cccnc3)=C(C)NC3=C2C(=O)CCC3)c1 (configuration not stated) | -7 | 5 | -0.7 | 0.2 | 19 | 1 | 1.4 | 1 | 80
CCN(Cc1cc2ccccc2[nH]c1=O)C(=O)C1CCCCC1 | -20 | -5 | 1.1 | -0.5 | -1 | 1 | 1.2 | -6 | 83
Cc1cc(NC(=O)CSc2nc3ccccc3c(=O)n2CCCC(=O)NCc2ccco2)n[nH]1 | -11 | 5 | 0.2 | . | . | 0.98 | 1.1 | 2 | 32
Cc1ccccc1NS(=O)(=O)c1cc(C(=O)N2CCCC2)ccc1C | -10 | 4 | 0.7 | -0.2 | 19 | 0.99 | 1 | 2 | 109
Cc1ccc(S(=O)(=O)N2CCN(Cc3nc4ccccc4n3C)CC2)cc1 | -4 | 4 | -0.2 | -1.1 | 4 | 1 | 1.1 | 3 | 103
COc1ccc(C2NCCc3cc(OC)c(OC)cc32)cc1OC (configuration not stated) | 7 | 9 | -0.4 | -0.7 | 4 | 1 | 1.1 | 3 | 96
O=C(Nc1cccnc1)C1OCCc2ccccc21 (configuration not stated) | -1 | 13 | -0.9 | -1.4 | 20 | 1 | 1.1 | 4 | 93
c1ccc(-c2noc(CSc3nnc(Cc4cccs4)n3-c3ccccc3)n2)cc1 | 13 | -6 | 0.2 | -0.4 | 7 | 1 | 1.1 | 0 | 106
O=C(c1cccc(S(=O)(=O)N2CCCC2)c1)N1CCN(c2ccccc2F)CC1 | -4 | 3 | -0.3 | -0.1 | 0 | 1 | 1.1 | -4 | 63
CCOc1ccc(C2CC(c3cccc(OC)c3)Nc3nc(N)nn32)cc1 (configuration not stated) | 7 | 11 | -0.4 | 0.8 | -17 | 1 | 1.1 | 3 | 86
CCCCCn1c(CCNC(=O)CCC)nc2ccccc21 | -1 | 7 | 1.5 | -0.2 | -27 | 0.99 | 1 | 5 | 87

# Next records:
SMILES,5-HT1A blocker,HTR1E antagonist,HTR1E agonist,S1P3 ag,S1P1 ag-PAM,A340 absorber,Fluor 339 460,MMP-13 inhibitor,HER2 expr 66K
CC1CCN(S(=O)(=O)c2ccc3c(c2)CCN3C(=O)CCC(=O)O)CC1,-2,-6,0.2,-0.2,-11,1,1.1,6,106
COCc1nnc(NC(=O)c2ccc(NC(C)=O)cc2)s1,2,3,0.2,-0.9,13,1,1.1,3,133
COC(=O)c1ccc(Cn2c(CN3CCOCC3)nc3ccccc3c2=O)o1,2,-4,0.2,-0.7,-27,1,1,3,133
CN1CCN(CCCNc2nc3ccccc3c3nc(-c4ccccc4)nn23)CC1,-13,-6,-0.3,0.3,-12,1,1.4,-4,-10*
Cc1onc(-c2c(Cl)cccc2Cl)c1C(=O)NCCN1CCOCC1,-2,-3,-1.5,-0.1,-11,1,1,6,94
CCOC(=O)CN1C(=O)C(O)=C(C(C)=O)C1c1ccccc1 (configuration not stated),-5,-3,-0.6,-0.3,-12,1.1,1.1,-1,92
CCc1nnc(NC(=O)CSc2nnc(-c3c[nH]c4ccccc34)n2C)s1,0,0,0.4,-0.6,-1,1,1.1,4,104
